# High-throughput results from PubChem.
# HttQ103 aggreg: inhibitors of mutant huntingtin aggregate formation in PC12 cells; PC12 HttQ103-GFP aggregates, Acumen cytometry, 40 h; Potency, µM (highest dose often 46.1 µM), inactives show at the top dose activity change, negative = inhibition, usual class: inhibitors; 1.1% of 220,000 active; AID 1688; further: potency means the concentration at half of the fitted maximal effect; on the % scale 0 is the no-effect control and ±100 the full control effect; nearly all actives have a fitted effect of over 60% in size
#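 Read-out: GFP aggregate count by laser scanning cytometer (488 nm excitation, 500-530 nm emission, 1–25 µm objects >6 SD above background). Cells: PC12, inducible HTTex1-Q103-GFP, 100 nM tebufenozide; compounds titrated.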
# CBFb RUNX1 block: inhibitors of human CBF-beta and RUNX1 interaction. Q01196+Q13951. AlphaScreen CBFb-His/RUNX1-biotin binding, biochemical. Potency, µM (highest dose often 59.8 µM), inactives show at the highest dose activity, negative = inhibition, usual class: inhibitors. 230,000 tested, under 10 active. AID 1477; further: % of control where 0% means no effect
# Target sequence (Q01196 whole entry, looked up): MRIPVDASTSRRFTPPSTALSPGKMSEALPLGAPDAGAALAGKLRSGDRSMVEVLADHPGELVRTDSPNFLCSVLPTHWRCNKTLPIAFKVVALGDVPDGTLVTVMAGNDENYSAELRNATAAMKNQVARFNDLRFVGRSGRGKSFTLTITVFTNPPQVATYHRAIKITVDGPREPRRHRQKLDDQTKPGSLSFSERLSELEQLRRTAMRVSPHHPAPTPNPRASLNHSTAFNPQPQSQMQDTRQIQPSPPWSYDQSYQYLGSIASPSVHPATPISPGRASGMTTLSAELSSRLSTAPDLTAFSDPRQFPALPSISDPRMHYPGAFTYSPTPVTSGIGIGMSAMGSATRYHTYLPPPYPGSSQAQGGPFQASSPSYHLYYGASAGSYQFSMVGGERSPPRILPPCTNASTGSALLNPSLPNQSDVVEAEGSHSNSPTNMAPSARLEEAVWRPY
# Target sequence (Q13951 whole entry, looked up): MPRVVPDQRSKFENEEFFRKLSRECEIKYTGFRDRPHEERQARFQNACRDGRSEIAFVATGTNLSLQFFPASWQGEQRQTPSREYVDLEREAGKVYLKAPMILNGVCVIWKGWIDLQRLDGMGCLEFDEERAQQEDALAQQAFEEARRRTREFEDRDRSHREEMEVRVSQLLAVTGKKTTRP
#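 AlphaScreen binding: CBFb-His and RUNX1-biotin (30 nM each) preincubated 20 min, compound added for 15 min, then nickel and streptavidin beads for 90 min, all at room temperature. Disruption of the interaction by any mechanism counts as activity.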
# GAA inhib: alpha-glucosidase (human) inhibition; AID 1466; purified human GAA, 4-MU-alpha-glucoside fluorescence; Potency, µM (series often up to 76.9 µM), for inactives: at the top dose activity change, negative = inhibition, usual class: inhibitors; 0.005% of 200,000 active; P10253;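 further: potency means the concentration at half of the fitted maximal effect; plate controls were uninhibited enzyme wells for no effect and no-enzyme background for full effect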
#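 AC50 values come from Hill fits of compound titrations (up to 77 uM) against 4 nM human enzyme. Substrate 4-methylumbelliferyl-alpha-D-pyranoside at 400 uM, pH 5.0 citrate buffer, 20 min room temperature; fluorescence Ex 365/Em 440 after alkaline stop.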
# HTT cytoprotect: Huntington cell model cytoprotection by ATP luminescence; PC12 HTT-Q103 induced, cytoprotection, ATP luminescence, 40 h; Potency, µM (titrated, usually from 56.4 µM), without a hit: cytoprotection (ATP increase), actives largely listed as activators; 0.14% of 230,000 active; AID 1471;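 further: potency means the concentration at half of the fitted maximal effect; % of control where 0% means no effect; nearly all actives have a fitted effect of over 45% in size; toxic huntingtin expression switched on by the ecdysone agonist tebufenozide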
#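 Stable PC12 Q103-GFP cells in serum-supplemented, phenol red-free DMEM; induction by tebufenozide at 100 nM final; compound dose series; cell viability quantified luminescently from ATP.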
# aGlu spleen mod: inhibitors or activators of human alpha-glucosidase in spleen homogenate; human spleen homogenate, 4-MU-alpha-glucoside fluorescence; P10253; Potency, µM (titrated, usually from 79.9 µM), inactives show at the top dose activity change, negative = inhibition, actives largely listed as inhibitors; AID 2112; 0.006% of 240,000 active;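 further: potency means the concentration at half of the fitted maximal effect; 0% = enzyme with vehicle and -100% = no enzyme basal signal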
#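 AC50 values come from Hill-equation fits of concentration-response data, normalized to no-enzyme and full-activity controls. Enzyme source: 1 ug human spleen homogenate; 1 mM fluorogenic 4-MU glucoside, pH 5.0 citrate buffer, 37 C, 40 min.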
# GAA glycogen mod: alters human alpha-glucosidase cleavage of glycogen | P10253 | 0.38% of 300,000 active | recombinant GAA, glycogen substrate, Amplex Red glucose oxidase fluorescence | Potency, µM (top dose mostly 76.4 µM), inactives show at the highest dose activity change, negative = inhibition, most hits filed as inhibitors | AID 2100;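 further: potency means the concentration at half of the fitted maximal effect; 0% = full enzyme reaction and -100% = no-enzyme basal signal; the screen sought inhibitors and activators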
#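 qHTS, 1536-well; enzyme 4 nM final; cpd up to 77 uM; substrate bovine liver glycogen 30 ug; 50 mM citrate/phosphate pH 5.0, 0.01% Tween-20; 37 C, 40 min; Amplex Red detection 45 min RT; Hill fit → AC50.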
# LMNA splice mod: LMNA splicing modulation; HeLa LMNA splicing GFP/RFP minigene ratio, 48 h; Potency, µM (highest dose often 46.1 µM), for the others: at the top dose ratio change, negative = inhibition, hits mostly inhibitors; 0.01% of 200,000 active; AID 1487; active means well fitted inhibition curve with a large enough effect in the signal ratio, with a control signal flat, not every such curve was filed as active; inconclusive means small, poorly fitted or top-dose-only effect, or effect the other way, or a change in a side signal; the % refers to the signal ratio; further: potency means the concentration at half of the fitted maximal effect; on the % scale 0 is the no-effect control and ±100 the full control effect
#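 Read-out is the ratio of GFP to DsRed2 object intensity, acquired by 488 nm laser-scanning cytometry on HeLa lamin A-EGFP minigene reporter cells. Compound incubation 48 hrs at 37 °C in Opti-MEM with 2% FBS; DMSO 0.5% final.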
# * marks the source's active call; other numbers are inactive results; u = inconclusive; x = not tested or not shown; [ ] = remark or other dose. Unless noted, the call rests on the fitted dose curve; in most records, active means well fitted curve in the direction sought with a large enough effect; inconclusive means small, poorly fitted or top-dose-only effect, or another doubt; inactive means no such curve, though single readings can be large; an effect the other way counts as inactive or inconclusive.
SMILES,HttQ103 aggreg,CBFb RUNX1 block,GAA inhib,HTT cytoprotect,aGlu spleen mod,GAA glycogen mod,LMNA splice mod
Cc1[nH]c(=O)[nH]c(=O)c1S(=O)(=O)N1CCCC(C(=O)NCCC2=CCCCC2)C1 (stereo not drawn),-5%,7%,-2%,2%,-3%,4%,29%[46 µM]
COc1ccc(N(CC(=O)Nc2ccc3c(c2)OCCO3)S(=O)(=O)c2c(C)noc2C)cc1,-9%,9%,u,-5%,-4%,7%,9%[0.0737 µM]
CCn1c(COc2cccc(OC)c2)nnc1SCC(=O)Nc1cccc(OC)c1,-12%,2%,-1%,2%,-4%,-15%,10%
CCn1ncc(Br)c1C(=O)Nc1ccc(F)cc1F,-14%,1%,2%,-6%,-5%,3%,0%
Cc1cc(=O)n2nc(N3CCCC(C(=O)NCCC4=CCCCC4)C3)sc2n1 (stereo not drawn),10%,4%,7%,-11%,-5%,1%,2%
COC(=O)N1C(C2CC2)=Cc2ccccc2C1CC(C)=O (stereo not drawn),x,-5%,x,u,-2%,x,-3%[9.22 µM]
Cc1nn(-c2ccccn2)c2nc(-c3cccs3)cc(C(=O)NCc3ccco3)c12,6%[9.22 µM],-7%,12%,-90%[inhibitor],-1%,2%,-18%
CCOC(=O)CSc1nc(Nc2ccc3c(c2)OCO3)c2ccccc2n1,3%,0%,-3%,-6%,-2%,-12%,1%
N#C/C(=C/c1ccc(Sc2nc3ccccc3[nH]2)o1)c1cccc(F)c1,u,-14%,0%,1%,-5%,-13%,u
Nc1cc(C(F)(F)F)cc2c1SCC(=O)N2,6%,-5%,9%,3%[0.074 µM],-10%,-5%,-7%
O=C(Cn1nnc(-c2ccccc2Cl)n1)N/N=C/c1ccc2c(c1)OCO2,-10%,2%,2%,-13%,-6%,-2%,-3%
O=C(O)CC(NC(=O)Nc1ccccc1)c1ccc(OC2CCCC2)cc1 (stereo not drawn),8%,5%,0%,-19%,-5%,1%,u
CCCCNc1nc(CC)c2c(c1C#N)CCCC2,-3%,3%,-8%,-9%,-3%,5%,3%
COC(=O)[C@@H]1C[C@H]1[C@@H](NC(=O)c1ccc(Br)cc1)c1ccccc1,x,5%,x,-35%[inhibitor],0%,x,x
COc1ccc(-c2nc3ncccn3c2Br)cc1,6%,13%,u,-53%[inhibitor],-1%,6%,x
O=C(COC(=O)CNS(=O)(=O)c1cccc(Br)c1)Nc1ccccc1Sc1ccccc1,-3%,0%,u,-4%[10 µM],-7%,-1%,-9%
CC(=O)Nc1nnc(CCS(=O)(=O)c2ccc(C)c(C)c2)s1,3%[9.22 µM],3%,-2%,5%[10 µM],2%,3%,x
CS(=O)(=O)N(CC(=O)NCc1cccnc1)C1CCCCC1,8%[9.22 µM],5%,u,4%[10 µM],-11%,-7%,0%[46 µM]
NC(=O)c1oc2ccccc2c1NC(=O)CCc1ccccc1,-12%,8%,0%,-12%,-13%,0%,-14%
CCC(c1nnc(SCC(=O)Nc2ccc(C(C)=O)cc2)n1C1CCCCC1)N(C)C (stereo not drawn),-11%,-1%,7%,x,-2%,9%,6%
COC(=O)c1ccccc1Oc1c(F)c(F)nc(N2CCOCC2)c1F,11%,1%,-4%,-2%,-9%,1%,-1%
COC(=O)c1c(NC(=O)C(C)(C)C)sc2c1C(C(=O)OC)CC2 (stereo not drawn),6%,-5%,2%,-8%,-15%,-19%,7%
O=C(O)C1CC=CCC1C(=O)Nc1ccccc1Cl (stereo not drawn),6%,-3%,-4%,-13%,5%,-5%,9%
COc1cc(Cl)cc(C=O)c1OCC(=O)O,2%,9%,-3%,-9%,1%,17%,x
CN(C)c1ccc(C=Nc2ccc(N(C)C)cc2)cc1,-22%,-30%,1%,-4%[10 µM],-6%,30%,-6%
CCOc1ccc(/C(O)=C2/C(=O)C(=O)N(CC3CCCO3)C2c2cccs2)cc1 (stereo not drawn),1%,12%,4%,19%[10 µM],-8%,15%,-2%
CC1Cc2ccccc2N1C(=O)CSc1nn2c(=O)c(C(C)(C)C)nnc2s1 (stereo not drawn),-10%,6%,-11%,13%,0%,-6%,-28%[46 µM]
CC(C)OCCCn1c(SCC(=O)N2CCc3ccccc32)nc2ccccc2c1=O,18%,0%,5%,17%[10 µM],8%,2%,0%
Cc1c(C(=O)N/N=C/C(C)C)[nH]c2c([N+](=O)[O-])cccc12,-12%,-3%,8%,-27%[10 µM],-5%,u,u
CCC(=O)c1ccccc1OCCN1CCN(CC)CC1,-8%[9.22 µM],-1%,-5%,0%[10 µM],-2%,18%,5%[46 µM]
O=C(CCN1CCN(C/C=C/c2ccccc2)CC1)Nc1ccccc1F,8%,u,6%,x,1%,10%,u
COc1ccc(Nc2ncccc2C(=O)NCc2ccccc2)cc1,25%,-10%,-4%,3%,-6%,-12%,5%
CC(C)CNC(=O)c1c(F)c(F)c(F)c(F)c1F,-7%[9.22 µM],0%,7%,1%[10 µM],2%,5%,x
COc1ccc(C(=O)Nc2nncs2)cc1S(=O)(=O)N1CC(c2ccccc2)CC1=O (stereo not drawn),9%,-3%,-1%[15.4 µM],-3%,-2%,-4%,-8%
COC(=O)c1sc2ccccc2c1NC(=O)c1ccc(S(=O)(=O)N2CCCCC2)cc1,7%,10%,4%,2%[10 µM],-8%,5%,-8%
Cc1cc(C)n(C(=O)C(C)N2C(=O)c3ccccc3C2=O)n1 (stereo not drawn),6%,5%,1%,-1%,0%,-13%,-4%
CCOc1ccc(CN(C)C(=O)c2cccnc2SC)cc1OC,20%,13%,7%,-1%[10 µM],-1%,3%,13%[46 µM]
Cc1cc(C)c(C#N)c(SC(F)F)n1,-12%,1%,5%,-6%,4%,-10%,10%
Cc1ccc(NNC(=O)c2cc(C(C)(C)C)nn2Cc2ccccc2)cc1,2%[9.22 µM],-1%,-6%[15.4 µM],3%[10 µM],3%,11µM*,x
O=C(Cn1cnc2c(cnn2-c2ccc(F)cc2)c1=O)NCC1CCCO1 (stereo not drawn),2%,2%,14%,-20%,-12%,12%,8%

# Ordered by SMILES length (falling): six of the compounds above.
SMILES,HttQ103 aggreg,CBFb RUNX1 block,GAA inhib,HTT cytoprotect,aGlu spleen mod,GAA glycogen mod,LMNA splice mod
COc1ccc(C(=O)Nc2nncs2)cc1S(=O)(=O)N1CC(c2ccccc2)CC1=O (stereo not drawn),9%,-3%,-1%[15.4 µM],-3%,-2%,-4%,-8%
CCOc1ccc(/C(O)=C2/C(=O)C(=O)N(CC3CCCO3)C2c2cccs2)cc1 (stereo not drawn),1%,12%,4%,19%[10 µM],-8%,15%,-2%
Cc1c(C(=O)N/N=C/C(C)C)[nH]c2c([N+](=O)[O-])cccc12,-12%,-3%,8%,-27%[10 µM],-5%,u,u
CCOc1ccc(CN(C)C(=O)c2cccnc2SC)cc1OC,20%,13%,7%,-1%[10 µM],-1%,3%,13%[46 µM]
CCC(=O)c1ccccc1OCCN1CCN(CC)CC1,-8%[9.22 µM],-1%,-5%,0%[10 µM],-2%,18%,5%[46 µM]
Cc1cc(C)c(C#N)c(SC(F)F)n1,-12%,1%,5%,-6%,4%,-10%,10%

# New compounds follow.
SMILES,HttQ103 aggreg,CBFb RUNX1 block,GAA inhib,HTT cytoprotect,aGlu spleen mod,GAA glycogen mod,LMNA splice mod
Cc1ccc(S(=O)(=O)c2ccc(Cl)cc2)cc1S(=O)(=O)N1CCOCC1,-28%,8%,-11%,-3%,-2%,-14%,u
c1ccc(CNc2ncnc3c2cnn3-c2ccccc2)cc1,-1%,6%,4%,-27%,0%,17%,-23%
CCOC(=O)c1c(/N=C/C2C(=O)CC(C)(C)CC2=O)sc2c1CCCC2,19%,5%,4%,-14%,3%,-8%,-12%[46 µM]
O=C(C[N+]1(CC#Cc2ccccc2)CCOCC1)c1ccccc1,11%,1%,2%,4%,-3%,3%,6%[9.22 µM]
O=C(NNC(=S)NC(=O)c1ccccc1[N+](=O)[O-])c1ccccc1,u,6%,-7%,-1%[1.9 µM],2%,u,-15%
COc1ccc(C2C3=C(CCCC3=O)Nc3nc(SCc4ccc(C(=O)O)cc4)nn32)cc1OC (stereo not drawn),-7%,-7%,10%,1%,7%,19%,2%
